C8 TRAIL sens – viability loss with TRAIL in NB7+C8 cells, primary screen, TRAIL sensitizer project, cell-based, ATPlite luminescence | inhibition (viability loss, TRAIL sensitization), % at 10 µM | 360,000 tested, 1% active;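 active = compounds causing at least 50% loss of cell viability in the single-dose screen, relative to plate controls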
TLR9-MyD88 inh – inhibitors of TLR9-MyD88 association in cells, primary screen, cell-based, CHO, BLA complementation, fluorescence | Toll-like receptor 9 (Homo sapiens) + Myeloid differentiation primary response protein … | CCF4 FRET ratio | inhibition, % at 4.98 µM | 340,000 tested, 0.21% active;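 active = inhibition above the mean over all tested compounds plus 3 SD, cut at about 21% in these data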;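 also: 0% = DMSO only wells and 100% = clavulanate BLA inhibitor control wells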
TROY NFkB inh – inhibitors of TROY-driven NF-kB signaling, primary screen, Q293 LMP1-TROYcd cells, NF-kB luciferase, uHTS; Q293 LMP1-TROYcd NF-kB luciferase reporter, 4 h; inhibition, % at 10 µM; 360,000 tested, 0.98% active; AID 1347056, 2019;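 active = compounds whose plate-normalised and pattern-corrected inhibition of the luciferase reporter signal at the single screening dose is 50% or more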
SRC2 inh – inhibition of GAL4-SRC2 driven luciferase reporter, primary screen, SRC2 inhibitor project, cell-based, luminescence; inhibition, % at 9 µM; HEK293 GAL4-SRC2 luciferase reporter; 370,000 tested, 0.17% active; Nuclear receptor coactivator 2 (Homo sapiens), Q15596;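 active = inhibition above the mean inhibition of all tested compounds plus 3 SD, set per campaign, cut at about 52% in these data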;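 also: 0% = DMSO treated cells and 100% = cells given Gossypol at 36 µM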
LMP1 NFkB inh – EBV LMP1-driven NF-kappaB luciferase reporter inhibitors, primary screen, cell-based, luminescence, single point; inhibition, % at 12.5 µM; LMP1-induced NF-kappaB luciferase reporter cells; AID 504558, 2011; 350,000 tested, 0.69% active; in the data active = inhibition above about 41%;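 also: 0% = neutral control wells and 100% = reference inhibitor control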
NOD2 RIPK2 PPI – NOD2-RIPK2 binding disruptors in cells, primary screen, fluorescence, CHO cells, BLA complementation. Receptor-interacting serine/threonine-protein kinase 2 (Homo sapiens), O43353. inhibition, % at 4.98 µM. 360,000 tested, 0.38% active. AID 624267, 2012. CCF4 ratio; in the data active = inhibition above about 21%;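 also: 0% = vehicle only and 100% = reference blocker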
Target sequence (O43353 whole entry, looked up): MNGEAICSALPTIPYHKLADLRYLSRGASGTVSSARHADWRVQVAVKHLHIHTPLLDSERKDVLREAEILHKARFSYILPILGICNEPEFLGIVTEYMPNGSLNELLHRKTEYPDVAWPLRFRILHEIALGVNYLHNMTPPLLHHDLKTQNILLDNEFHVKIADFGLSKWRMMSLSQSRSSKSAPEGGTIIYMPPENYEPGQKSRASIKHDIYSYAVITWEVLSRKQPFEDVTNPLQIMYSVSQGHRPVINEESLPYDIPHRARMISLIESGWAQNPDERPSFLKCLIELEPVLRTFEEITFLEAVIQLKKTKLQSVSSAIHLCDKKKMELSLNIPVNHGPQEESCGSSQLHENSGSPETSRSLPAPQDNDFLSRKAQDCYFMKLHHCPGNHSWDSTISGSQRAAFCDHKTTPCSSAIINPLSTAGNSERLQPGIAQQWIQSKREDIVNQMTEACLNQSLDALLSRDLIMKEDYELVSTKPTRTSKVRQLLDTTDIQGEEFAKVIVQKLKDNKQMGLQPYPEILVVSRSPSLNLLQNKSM
SRC1 inh – SRC1 coactivator transcriptional activity inhibitors, primary screen, cell-based, luminescence | Nuclear receptor coactivator 1 (Homo sapiens), Q15788 | HEK293 GAL4-SRC1 luciferase reporter | inhibition, % at 3.6 µM | 360,000 tested, 0.12% active;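 active = inhibition above the campaign mean plus 3 SD, with each screening campaign given its own cutoff, cut at about 60% in these data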;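 also: 0% = DMSO treated cells and 100% = gossypol at 36 µM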
LRH-1 inv ag – LRH-1 (NR5A2) inverse agonists, primary screen, cell-based, luminescence, HEK293T, StAR-luciferase reporter; inhibition, % at 3.6 µM; 360,000 tested, 0.13% active; Nuclear receptor subfamily 5 group A member 2 (Homo sapiens), O00482; LRH-1 transfected, 24 h;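 active = inhibition above the mean inhibition of all tested compounds plus 3 SD, cut at about 73% in these data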;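 also: 0% = DMSO wells and 100% = reporter-only cells lacking LRH-1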
NR2F2 inh – NR2F2 transcriptional activity inhibitors, primary screen, cell-based, luciferase reporter, HEK293T, luminescence | COUP transcription factor 2 (Homo sapiens), P24468 | 370,000 tested, 0.7% active | inhibition, % at 8.6 µM | HEK293T NGFI-A luciferase reporter;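 active = inhibition above a per-plate cutoff, mean inhibition of test wells between control levels plus 3 SD, cut at about 38% in these data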;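 also: cells cotransfected with COUP-TFII expression vector driving the NGFI-A reporter; 0% = median of COUP-TF2 test wells and 100% = reporter-only cells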
Target sequence (P24468 whole entry, looked up): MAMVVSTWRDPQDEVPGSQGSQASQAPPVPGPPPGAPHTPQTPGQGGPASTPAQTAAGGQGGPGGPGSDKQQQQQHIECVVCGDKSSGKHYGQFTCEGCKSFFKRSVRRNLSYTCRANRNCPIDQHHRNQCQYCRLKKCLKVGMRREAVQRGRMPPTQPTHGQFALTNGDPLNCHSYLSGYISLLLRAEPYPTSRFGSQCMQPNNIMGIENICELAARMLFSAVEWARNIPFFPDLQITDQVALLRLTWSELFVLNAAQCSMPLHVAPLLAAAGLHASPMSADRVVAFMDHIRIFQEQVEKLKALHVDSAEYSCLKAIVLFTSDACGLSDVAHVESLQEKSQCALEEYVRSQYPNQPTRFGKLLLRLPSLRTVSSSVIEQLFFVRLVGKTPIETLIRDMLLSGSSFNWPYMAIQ
NCOA3 inh – SRC3 coactivator transcriptional activity inhibitors, primary screen, cell-based, luminescence; HEK293 GAL4-SRC3 luciferase reporter; inhibition, % at 3.6 µM; 360,000 tested, 0.17% active;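 active = inhibition above a per-campaign cutoff, the mean of all compounds plus 3 SD, cut at about 60% in these data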;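 also: 0% = DMSO-treated cells and 100% = gossypol-treated cells at 36 µM; higher means less SRC3-driven luciferase light from the GAL4 reporter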
TWEAK Fn14 block – inhibitors of TWEAK-Fn14 signaling, primary screen, luciferase reporter cells, uHTS | TWEAK-stimulated Fn14 reporter cells, luciferase luminescence, 8 h | AID 1159606, 2016 | 360,000 tested, 2% active | inhibition, % at 10 µM; in the data active = inhibition above about 50%
Starred values were filed as active, the others as inactive; · = no result given. Some of the compounds tested; rates above refer to the full screens.

1: COc1ccc(OC)c(-c2csc(NC(=O)CSc3ccc([N+](=O)[O-])cc3)n2)c1
2: CCS(=O)(=O)N1Cc2ccccc2CC1C(=O)N(C)Cc1ccc(OC)c(F)c1 (stereo unspecified)
3: COc1cnc(-c2ccccn2)nc1NC(C)C
4: COc1ccc(S(=O)(=O)N2CCOC23CCN(S(=O)(=O)c2ccc(F)cc2C)CC3)cc1
5: O=C(COc1ccc2ccc(=O)oc2c1)NC(Cc1ccc(Cl)cc1)C(=O)O (stereo unspecified)
6: COc1cccc(-c2nnc(NC(=O)c3cccc(F)c3)o2)c1
7: COc1ccc(OC)c(NC(=O)c2ccccc2NC(=O)c2ccco2)c1
8: CCOC(=O)C1CCN(C(=O)Cc2ccccc2OC)CC1
Compound	1	2	3	4	5	6	7	8
TROY NFkB inh	3	-61	10	-17	0	-76	-5	0
NOD2 RIPK2 PPI	14	-1	0	-23	-5	-2	-2	-6
LMP1 NFkB inh	7	-7	-7	-4	-7	22	-3	3
NCOA3 inh	-2	-5	18	23	-17	-48	0	15
SRC2 inh	-14	0	-1	-18	-3	-17	8	-20
TWEAK Fn14 block	33	-20	-21	-21	-11	-117	-4	2
TLR9-MyD88 inh	-2	4	2	5	-3	3	15	5
NR2F2 inh	-4	5	2	10	4	8	1	-6
C8 TRAIL sens	5	-17	30	2	-8	6	1	-7
LRH-1 inv ag	13	3	-2	11	-6	6	41	21
SRC1 inh	-19	-41	-15	-4	8	-18	0	-17

9: COc1ccccc1C(CNC(=O)CNC(=O)c1ccccc1Cl)N1CCCC1 (stereo unspecified)
10: C=CCNc1nc(Nc2cc(Cl)ccc2OC)nc(OC)n1
11: O=C(Nc1ccc(Cl)cc1Cl)Nn1cnnc1
12: CC(C)CCNC(=O)c1cccnc1Sc1ccccc1
13: Cc1ccccc1-n1cc(CNCc2c(C(=O)N(C)C)nc3ccc(Cl)cn23)cn1
14: CCOC(=O)c1ccc(S(=O)(=O)N2CCN(C(=O)CSc3nc4ccccc4o3)CC2)cc1
15: C=CC[C@]12CCc3ccccc3C1N(c1ccc(C(=O)OCC)cc1)C2=O (stereo partly specified)
16: CC(NC(=O)CN1CCN(CC(=O)Nc2ccccc2Cl)CC1)c1ccc(Br)cc1 (stereo unspecified)
Compound	9	10	11	12	13	14	15	16
TROY NFkB inh	4	-12	-18	5	-3	1	-15	8
NOD2 RIPK2 PPI	9	-5	2	9	4	-12	-2	4
LMP1 NFkB inh	2	-3	-3	1	4	-2	1	13
NCOA3 inh	23	-22	-2	-1	7	5	8	-9
SRC2 inh	20	1	7	-18	-3	6	-6	4
TWEAK Fn14 block	9	-23	-9	-8	-11	3	-36	-11
TLR9-MyD88 inh	9	-13	6	-3	2	3	-1	-7
NR2F2 inh	-28	-14	14	9	13	3	8	25
C8 TRAIL sens	-4	-27	-8	-6	8	18	0	24
LRH-1 inv ag	2	8	-4	6	-14	2	-1	-3
SRC1 inh	7	-6	-9	-1	-19	-22	3	-3

17: CC(Sc1ccccc1)C(=O)Nc1ccc(S(=O)(=O)N2CCOCC2)cc1 (stereo unspecified)
18: CCN(CC(=O)NCc1cccs1)C(=O)c1cccc(S(=O)(=O)Nc2ccc(C)cc2)c1
19: COc1ccccc1CNC(=O)c1nn(C)c2c1CS(=O)(=O)c1ccccc1-2
20: CCOC(=O)C1(CC2CCCCO2)CCN(Cc2nccn2-c2ccc(OC)cc2)CC1 (stereo unspecified)
21: CC1CCCCC1n1c(-c2cccnc2)n[nH]c1=S (stereo unspecified)
22: Cc1cc(NC(=O)CSc2nncc(=O)n2N)no1
23: N#CC1=C(N)OC2=C(C(=O)CCC2)C1c1ccc2c(c1)OCO2 (stereo unspecified)
24: O=C(CS(=O)(=O)c1cccc(Cl)c1)Nc1ccccc1Cl
Compound	17	18	19	20	21	22	23	24
TROY NFkB inh	-9	4	-8	-1	8	23	-7	5
NOD2 RIPK2 PPI	8	-1	9	9	-4	5	5	1
LMP1 NFkB inh	-10	-3	5	1	0	0	2	-12
NCOA3 inh	12	-10	9	-7	7	-1	-1	10
SRC2 inh	6	10	-10	-32	13	-1	10	16
TWEAK Fn14 block	-11	4	4	-4	-1	2	18	4
TLR9-MyD88 inh	1	5	-4	-1	6	-12	-8	-8
NR2F2 inh	-14	0	7	-4	-4	7	-21	16
C8 TRAIL sens	2	-4	-9	-1	13	-2	0	1
LRH-1 inv ag	-5	22	-3	-10	-1	9	4	7
SRC1 inh	-25	-2	-16	9	-3	-149	-11	5

25: CCCCCCCCNC(=O)/C(C#N)=C/c1ccccc1[N+](=O)[O-]
26: CS(=O)(=O)N1CCN=C1SCc1ccc(Br)cc1
27: CCN1/C(=C/C(C)=O)Sc2ccc(OC)cc21
28: O=C(N/N=C/c1coc2ccccc2c1=O)c1cc(O)cc(O)c1
29: COc1ccc(OCCCC(=O)Nc2cc(S(=O)(=O)N3CCCCC3)ccc2C)cc1
30: Cc1ccc(CCNC(=O)CN(C)S(=O)(=O)c2ccc3c(c2)c(=O)n(C)c(=O)n3C)cc1
31: CN(Cc1nccn1C)C(=O)CCc1nnc(CCC2CCCCC2)o1
32: C=CCc1cccc(/C=N/NC(=O)C(=O)Nc2ccc(C)cc2)c1O
Compound	25	26	27	28	29	30	31	32
TROY NFkB inh	-3	14	17	13	13	-3	-39	-35
NOD2 RIPK2 PPI	-5	-2	6	0	-1	-6	-12	1
LMP1 NFkB inh	2	-3	5	-6	4	-1	2	9
NCOA3 inh	14	7	3	10	10	9	-12	5
SRC2 inh	6	-3	16	11	14	2	-7	-18
TWEAK Fn14 block	-33	-2	11	12	5	-2	-14	-38
TLR9-MyD88 inh	-10	-6	9	-1	4	-11	4	·
NR2F2 inh	5	7	-18	3	1	2	-14	-25
C8 TRAIL sens	6	5	11	20	9	-8	4	35
LRH-1 inv ag	8	8	8	14	1	-4	15	-12
SRC1 inh	6	13	7	-3	-12	-18	-14	-15

A section from the list above:
19: COc1ccccc1CNC(=O)c1nn(C)c2c1CS(=O)(=O)c1ccccc1-2
20: CCOC(=O)C1(CC2CCCCO2)CCN(Cc2nccn2-c2ccc(OC)cc2)CC1 (stereo unspecified)
21: CC1CCCCC1n1c(-c2cccnc2)n[nH]c1=S (stereo unspecified)
22: Cc1cc(NC(=O)CSc2nncc(=O)n2N)no1
23: N#CC1=C(N)OC2=C(C(=O)CCC2)C1c1ccc2c(c1)OCO2 (stereo unspecified)
24: O=C(CS(=O)(=O)c1cccc(Cl)c1)Nc1ccccc1Cl
25: CCCCCCCCNC(=O)/C(C#N)=C/c1ccccc1[N+](=O)[O-]
26: CS(=O)(=O)N1CCN=C1SCc1ccc(Br)cc1
27: CCN1/C(=C/C(C)=O)Sc2ccc(OC)cc21
28: O=C(N/N=C/c1coc2ccccc2c1=O)c1cc(O)cc(O)c1
Compound	19	20	21	22	23	24	25	26	27	28
TROY NFkB inh	-8	-1	8	23	-7	5	-3	14	17	13
NOD2 RIPK2 PPI	9	9	-4	5	5	1	-5	-2	6	0
LMP1 NFkB inh	5	1	0	0	2	-12	2	-3	5	-6
NCOA3 inh	9	-7	7	-1	-1	10	14	7	3	10
SRC2 inh	-10	-32	13	-1	10	16	6	-3	16	11
TWEAK Fn14 block	4	-4	-1	2	18	4	-33	-2	11	12
TLR9-MyD88 inh	-4	-1	6	-12	-8	-8	-10	-6	9	-1
NR2F2 inh	7	-4	-4	7	-21	16	5	7	-18	3
C8 TRAIL sens	-9	-1	13	-2	0	1	6	5	11	20
LRH-1 inv ag	-3	-10	-1	9	4	7	8	8	8	14
SRC1 inh	-16	9	-3	-149	-11	5	6	13	7	-3

29: COc1ccc(OCCCC(=O)Nc2cc(S(=O)(=O)N3CCCCC3)ccc2C)cc1
Compound	29
TROY NFkB inh	13
NOD2 RIPK2 PPI	-1
LMP1 NFkB inh	4
NCOA3 inh	10
SRC2 inh	14
TWEAK Fn14 block	5
TLR9-MyD88 inh	4
NR2F2 inh	1
C8 TRAIL sens	9
LRH-1 inv ag	1
SRC1 inh	-12

The results go on.
33: CCOc1ccc(C(C)=O)cc1COc1ccc(-c2nnco2)cc1
34: Cc1ccc(-c2ccccc2)n1-c1cccc(C(=O)O)c1
35: O=C(Cc1ncc(C(F)(F)F)cc1Cl)N1CCN(c2cccc(Cl)c2)CC1
36: Cc1ccc(F)cc1NCC(=O)Nc1ccc(Br)cc1
37: N#Cc1ccc(Oc2ccc(S(=O)(=O)N3CCOCC3)cn2)cc1
38: O=C(CNC(=O)c1ccco1)OCc1ccccc1Cl
39: CCOC(=O)CCN(c1ccccc1)S(=O)(=O)c1ccc(-c2ccc(=O)[nH]n2)s1
40: Cc1cc(C)n(-c2n[nH]c(=O)c3ccccc23)n1
41: CCOC(=O)c1sc(NC(=O)/C=C/c2cnn(C)c2C)c(C(=O)OC(C)C)c1C
42: COc1ccc(CCN2C(=O)C3C(C2=O)C2C=CC3C23CC3)cc1OC (stereo unspecified)
Compound	33	34	35	36	37	38	39	40	41	42
TROY NFkB inh	-3	-54	-5	-33	-15	-23	-16	1	-8	-9
NOD2 RIPK2 PPI	-13	0	5	1	-5	-1	-2	-9	-5	5
LMP1 NFkB inh	-4	-21	1	-21	-1	-6	·	3	5	-2
NCOA3 inh	11	-23	16	-25	3	2	0	15	3	1
SRC2 inh	20	-47	2	-34	7	-27	-10	0	-8	4
TWEAK Fn14 block	-11	-21	9	-17	3	-18	-23	-50	5	-9
TLR9-MyD88 inh	-14	-2	-2	-33	-3	-1	4	-2	1	12
NR2F2 inh	-4	-53	4	-27	0	8	-4	-5	16	-7
C8 TRAIL sens	3	-8	0	2	-13	-5	-17	-12	-5	-10
LRH-1 inv ag	-1	-67	2	-42	-4	12	-2	-5	-17	7
SRC1 inh	-10	-38	4	-9	-8	0	-14	10	10	-7

From PubChem
